High-throughput results: PubChem, National Center for Advancing Translational Sciences (NCATS)
Tau fluor cs: counter-screen for tau fibril formation inhibitors; hit rate 0.93% among 280,000; tau K18 P301L Alexa594 fluorescence, heparin fibrillization; AID 1463; Potency, µM (doses to about 57.7 µM), without a hit: top-dose activity change, negative = decrease; note: potency is the fitted concentration of half-maximal effect; % is set by controls: 0 for no effect and ±100 for the full control effect; nearly all actives have a fitted effect of over 55% in size
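Human tau K18 P301L (15 uM unlabeled, 0.24 uM Alexa 594-labeled) in 100 mM sodium acetate pH 7 with 20 uM heparin, 6 hr at 37 C. ThT 30 uM added, 1 hr ambient; Alexa 594 FP and total fluorescence read at 555/632 nm.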
NPSR antagonist: blocks cAMP signaling of the human neuropeptide S receptor; Potency, µM (titrated, usually from 38.3 µM), for the others: top-dose activity change, negative = inhibition, actives largely listed as inhibitors; hit rate 1% among 220,000; CHO-NPSR cells, cAMP TR-FRET, antagonist mode; Q6W5P4; note: potency is the fitted concentration of half-maximal effect; % is set by controls: 0 for no effect and ±100 for the full control effect; nearly all actives have a fitted effect of over 50% in size; many of its hits are not listed in these tables
Target sequence (Q6W5P4 whole entry, looked up): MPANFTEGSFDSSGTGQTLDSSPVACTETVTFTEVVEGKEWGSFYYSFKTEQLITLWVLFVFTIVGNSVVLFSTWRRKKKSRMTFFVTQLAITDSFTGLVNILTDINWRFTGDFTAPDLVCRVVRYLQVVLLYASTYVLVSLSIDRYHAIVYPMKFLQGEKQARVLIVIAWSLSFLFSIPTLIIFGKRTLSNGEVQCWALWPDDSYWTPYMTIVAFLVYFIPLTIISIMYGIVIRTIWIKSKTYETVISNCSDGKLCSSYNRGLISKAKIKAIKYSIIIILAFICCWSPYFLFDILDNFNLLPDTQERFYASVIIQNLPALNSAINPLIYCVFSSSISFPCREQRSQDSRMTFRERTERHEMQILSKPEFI
Tau FP inhib: blocks human tau fibril formation measured by polarization; Potency, µM (series often up to 57.7 µM), inactives show at the highest dose activity, negative = inhibition, hits mostly inhibitors; K18 P301L tau heparin fibrillization, Alexa594 FP, 6 h; hit rate 0.39% among 280,000; P10636; note: potency is the fitted concentration of half-maximal effect; % is set by controls: 0 for no effect and ±100 for the full control effect; nearly all actives have a fitted effect of over 55% in size
Target sequence (P10636 561-689 P618L limits assumed): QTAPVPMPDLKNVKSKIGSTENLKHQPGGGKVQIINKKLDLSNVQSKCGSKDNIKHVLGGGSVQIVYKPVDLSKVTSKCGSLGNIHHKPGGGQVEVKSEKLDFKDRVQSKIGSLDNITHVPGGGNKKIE
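Quantitative HTS format: compounds meet 15 uM recombinant K18 P301L tau and Alexa 594-tau tracer in 100 mM sodium acetate pH 7; 20 uM heparin triggers fibrillization at 37 C over 6 hr; FP gives the signal.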
Epigenetic reg: derepresses silenced GFP reporter in murine cells | Potency, µM (series often up to 53.9 µM), without a hit: at the top dose GFP activation, most hits filed as activators | hit rate 0.2% among 280,000 | AID 1865 | murine LDR cells, GFP reporter derepression, 30 h; note: potency is the fitted concentration of half-maximal effect; % of control where 0% means no effect; nearly all actives have a fitted effect of over 60% in size
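Readout is the number of GFP-expressing murine LDR cells, counted by cytometry following washing. Cells were treated with compound for 30 h at 37 C; the stably integrated CMV-GFP locus is normally silent.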
aGal spleen mod: inhibitors or activators of human alpha-galactosidase in spleen homogenate | P06280 | human spleen homogenate, 4MU-alpha-Gal fluorescence, 40 min | Potency, µM (titrated, usually from 80 µM), without a hit: at the highest dose activity change, negative = inhibition, most hits filed as inhibitors | hit rate 0.008% among 240,000 | AID 2107;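 note: potency is the fitted concentration of half-maximal effect; 0% = enzyme with vehicle and -100% = no enzyme basal signal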
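Inhibition or activation of alpha-galactosidase in human spleen homogenate is scored by 4-MU fluorescence after 40 min at 37C, pH 5.0, with 1 mM substrate. AC50s come from concentration-response fitted to the Hill equation.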
TexasRed fluor: alters Texas Red total fluorescence, flagging assay interference; hit rate 0.29% among 280,000; AID 1479; TRb/SRC2 Texas Red total fluorescence interference; Potency, µM (titrated, usually from 106 µM), without a hit: at the top dose fluorescence change, negative = quenching; active = well fitted curve in either direction with a large enough effect; inconclusive = small, poorly fitted or top-dose-only effect; note: potency is the fitted concentration of half-maximal effect; % is set by controls: 0 for no effect and ±100 for the full control effect
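Flags fluorescent or light-absorbing compounds by total fluorescence, S + 2P, at 555 nm excitation and 632 nm emission. Mixture: 20 nM Texas Red SRC2 peptide, 0.6 uM human TRb LBD, 1 uM T3, 5% DMSO; compound exposure 5 h at ambient temperature.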
CBFb RUNX1 block: CBF-beta/RUNX1 interaction disruption | Q01196+Q13951 | AlphaScreen CBFb-His/RUNX1-biotin binding, biochemical | Potency, µM (titrated, usually from 59.8 µM), without a hit: top-dose activity, negative = inhibition, actives largely listed as inhibitors | 230,000 tested, under 10 active | AID 1477; note: % of control where 0% means no effect
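AlphaScreen proximity signal reports loss of binding between His-tagged CBF-beta and biotin-labelled RUNX1, each at 30 nM. Proteins are pre-associated for 20 minutes, compounds added for 15 minutes, then beads for 90 minutes, all at ambient temperature.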
TRb SRC2 PPI: inhibitors of human thyroid hormone receptor beta-SRC2 interaction | hit rate 0.065% among 280,000 | Potency, µM (series often up to 106 µM), without a hit: top-dose activity change, negative = inhibition, actives largely listed as inhibitors | P10828 | TRbeta-SRC2 peptide binding, fluorescence polarization; receptor liganded with 1 µM T3;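 note: potency is the fitted concentration of half-maximal effect; plate controls were bound peptide for no effect and peptide without receptor for full effect; nearly all actives have a fitted effect of over 50% in size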
Target sequence (P10828 whole entry, looked up): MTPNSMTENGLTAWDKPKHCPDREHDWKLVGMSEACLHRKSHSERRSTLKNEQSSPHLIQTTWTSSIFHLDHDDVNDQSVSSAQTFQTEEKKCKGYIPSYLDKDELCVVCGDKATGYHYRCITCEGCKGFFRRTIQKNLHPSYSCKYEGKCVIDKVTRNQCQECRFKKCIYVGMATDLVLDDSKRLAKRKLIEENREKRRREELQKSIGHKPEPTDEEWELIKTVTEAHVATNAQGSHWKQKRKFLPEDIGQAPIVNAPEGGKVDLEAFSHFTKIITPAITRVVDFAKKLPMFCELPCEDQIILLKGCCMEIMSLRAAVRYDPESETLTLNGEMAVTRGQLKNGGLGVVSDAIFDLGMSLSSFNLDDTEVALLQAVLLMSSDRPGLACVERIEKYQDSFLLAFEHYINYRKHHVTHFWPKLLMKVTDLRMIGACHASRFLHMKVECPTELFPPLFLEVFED
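Human TRb ligand-binding domain (0.6 uM) is mixed with 20 nM Texas Red SRC2 peptide and 1 uM T3; after compound addition and 5 hr at ambient temperature, polarization is measured and normalized to unbound and bound controls.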
An asterisk follows results filed as active; u = inconclusive; x = no result given; & = joins results of further samples; ! = a repeat was not active; [ ] = dose if it differs, or a comment. Unless noted, calls come from the whole dose curve; as a rule, active = well fitted curve in the direction sought with a large enough effect; inconclusive = small, poorly fitted or top-dose-only effect, or another doubt; inactive = no such curve, though single readings can be large; an effect the other way counts as inactive or inconclusive. An excerpt, so the mix of outcomes need not match the whole.

canonical_smiles | Tau fluor cs | NPSR antagonist | Tau FP inhib | Epigenetic reg | aGal spleen mod | TexasRed fluor | CBFb RUNX1 block | TRb SRC2 PPI
CCCN1C(=O)CC(Sc2ncccc2C(=O)O)C1=O (stereo not given) | -4% | 3% | -3% | -1.0% | -7% | -1% | 7% | -3%
CCCN(CCC)S(=O)(=O)c1cccc(-c2csc(C)n2)c1 | -26% | -15% | 2% | 1.0% | -1% | -1% | 16% | -1%
O=c1[nH]c2cc(C(F)(F)F)ccc2n1-c1cc(C(F)(F)F)ccc1O | u | u | u | -0.1%&1.9%&0.0% | 1%&3%&-1% | 0%&2%&0% | -2%&19%&22% | 0%&-10%&-3%
N#Cc1cc(-c2ccccc2)oc1/N=C/c1ccccc1O | u | -2%[46.1 µM] | -3% | -1.3% | 1% | -7% | -17% | 1%
CCCS(=O)(=O)N1CCN(CCCc2ccccc2)CC1 | -9% | -13%[46.1 µM] | 1% | -0.9% | -2% | 0% | 5% | -3%
COc1ccc(C2C=C(c3ccc(Cl)cc3)Nc3nc(NC(=O)CCC(=O)O)nn32)cc1 (stereo not given) | -6% | x | -7% | -1.9% | x | -2% | x | 7%
COc1cccc(Cn2nnc3c(=O)[nH]c(C4CCCN(C(=O)c5ccccc5Cl)C4)nc32)c1 (stereo not given) | -3%&-1% | u | 8%&-4% | 0.2%&-4.8% | -12% | -4%&-4% | 3% | 0%&2%
COc1ccc(NC(=O)/C(=C\c2ccncc2)NC(=O)c2ccccc2)cc1 | -6% | 12% | -6% | -2.4% | -3% | 0% | 3% | 6%
CC(OC(=O)c1cc(S(=O)(=O)Nc2ccc(F)cc2)ccc1Cl)C(=O)Nc1ccc2c(c1)OCCO2 (stereo not given) | u | -14%[46.1 µM] | u | -0.9% | -6% | -3% | -5% | 4%
O=C(Nc1cc2cccc([N+](=O)[O-])c2oc1=O)c1cccs1 | 0% | -12% | 12% | -2.3% | 8% | -2% | 6% | -6%
CC1=Nc2cc(C(=O)NCCc3ccc(Cl)cc3)ccc2Sc2c(C)ccc(C)c21 | -23% | x | -19% | 13% | x | -3% | x | -4%
CCCCC/C=C\C/C=C\C/C=C\CCCCCCC(=O)NCCCC(=O)O | -6% | x | -2% | 0.0% | -3% | 0% | -15% | 3%
CC1C/C(=C/c2ccccn2)C(=O)/C(=C/c2ccccn2)C1 (stereo not given) | -14% | u | 8.9µM* | 0.9% | -1% | 1% | -7% | -7%
Cc1nc2ccccc2c(=O)n1NC(=O)c1c(O)c2c(n(CC(C)C)c1=O)CCCC2 | -16% | -27%[46.1 µM] | -1% | -1.0% | -1% | -1% | 1% | 11%
O=C(Nc1nc2ccccc2s1)c1cc(-c2ccccc2)nn1-c1ccccc1 | -19% | 0% | -7% | -1.3% | -4% | -3%[53 µM] | -1% | 3%[53 µM]
O=C1Cc2ccccc2Sc2ccc(Cl)cc21 | -13% | 1%[46.1 µM] | -8% | 0.0% | -11% | -1% | 15% | -15%
COc1ccc(NC(=O)CNC(=O)c2cccs2)cc1Cl | -11% | 9% | -3% | 0.3% | 2% | 0% | -1% | 2%
CCC/C(=N/NC(=O)c1cccc(Cl)c1)c1ccccc1 | -9% | -12% | -2% | 1.8% | 2% | -5% | 6% | -19%
CC(C)Cn1c2ccccc2c2cc(C(=O)O)ccc21 | -8% | 6%[46.1 µM] | 4% | 3.1% | -2% | -3% | 0% | -9%
c1ccc(CCN(Cc2ccccc2)C2CCN(C3CCCC3)CC2)cc1 | -1% | -34% | 1% | 0.9% | -1% | -4% | 4% | 6%
O=c1c2ccccc2nc2n1CC/C2=C/N1CCN(c2cccc(C(F)(F)F)c2)CC1 | u | -10%[46.1 µM] | -14% | -1.5% | -1% | -2% | 3% | 11%
O=C(C1=C[C@H](c2ccccc2)C[C@H](OCc2ccc(CO)cc2)O1)N1CCCCCCC1 | 2% | 33% | -7% | 1.2% | 2% | -1% | 10% | -8%
CC(C)OCCCNC(=O)CSc1c2c(nc3ccc(Cl)cc13)CCCC2 | 2% | x | 8% | -3.7% | x | -1% | x | -4%
C=CCN(c1ccc(Cl)cc1)S(=O)(=O)c1cccc(C(=O)OCC(=O)N(C)C)c1 | -9% | -42% | 3% | 0.1% | -3% | -2% | 0% | -12%
COc1ccc(NC(=O)N2CCN(c3cccc(C(F)(F)F)c3)CC2)cc1OC | -17% | -8%[46.1 µM] | 16% | -1.1% | -4% | 2% | 4% | -8%

Quoted from the listing.
`CCCS(=O)(=O)N1CCN(CCCc2ccccc2)CC1` | NPSR antagonist = -13%[46.1 µM]
`O=C1Cc2ccccc2Sc2ccc(Cl)cc21` | TexasRed fluor = -1%

New compounds follow
canonical_smiles | Tau fluor cs | NPSR antagonist | Tau FP inhib | Epigenetic reg | aGal spleen mod | TexasRed fluor | CBFb RUNX1 block | TRb SRC2 PPI
Cc1cc2nc(-c3ccccc3)cc(=O)n2[nH]1 | -6% | 2% | 5% | -1.0% | 18% | -3% | 4% | -2%
CCOC(=O)NCC(C#CCN(CC)CC)N(CC)CC (stereo not given) | -3% | -5%[46.1 µM] | 0% | -0.9% | 0% | 2% | 8% | -2%
Cc1c(CCO)c(=O)oc2n[nH]c(-c3ccccc3)c12 | 1% | 0% | -3% | -0.1% | -2% | 3% | 11% | 6%
COc1ccc(NC(=O)C2CCCN(C(=O)c3cnn(-c4ccc(F)cc4)c3-n3cccc3)C2)cc1 (stereo not given) | -16% | x | 12% | 0.6% | x | 1% | x | 3%
COC(=O)N1[C@H](C)C=C[C@]1(Cc1ccccc1)C(=O)NCc1ccccn1 | -13% | x | -7% | 4.0% | 3% | -1% | 1% | -3%
COc1cc(CN2CCN(C(=O)CC(C)C)CC2)cc(OC)c1O | -24% | -4%[46.1 µM] | -1% | 0.0% | 0% | -4% | 5% | 5%
Nc1nc2ncc(CNc3ccc(C(=O)NC(CCC(=O)O)C(=O)O)cc3)nc2c(=O)[nH]1 (stereo not given) | -8%&-18%&-28% | x | -3%&-13%&-6% | -0.1%&-1.8%&3.7% | u | -2%&0%&-2% | 1%&-30%&-2% | 5%&-4%&5%
Cc1cc(C)c(NC(=O)CSc2nc3ccc(NC(=O)CSc4nnnn4-c4ccccc4)cc3s2)c(C)c1 | -29% | -3% | -10% | 4.8% | 4% | -4% | 5% | 1%
O=C(O)/C=C/c1cn(Cc2ccccc2)nc1-c1cccnc1 | -19% | 4% | -1% | -0.4% | -10% | -2% | -1% | -1%
CC(=O)Nc1c(S(=O)(=O)c2ccccc2)c2nc3ccccc3nc2n1Cc1ccccc1 | u | -25%[46.1 µM] | -6% | -1.8% | u | -3% | 0% | -2%
Cc1cc2occ(CC(=O)O)c2cc1C | -11% | -5%[7.67 µM] | -3% | 11% | 1% | -1% | 4% | 10%
O=C(CSc1nnc(CNc2ccc(F)cc2)n1CC1CCCO1)Nc1ccccc1 (stereo not given) | -16% | -5%[46.1 µM] | -2% | -1.2% | 0% | 0% | 1% | -2%
CCSC1=NC2(CCN(C(=O)NC3CCCCC3)CC2)N=C1c1ccc(Cl)cc1 | -1% | x | -1% | 6.3% | x | -1% | x | -3%
C=CCC(O)(CC=C)C(C)N (stereo not given) | -12% | -25% | -9% | 0.0% | 0% | 0% | 2% | 5%
COC(=O)c1[nH]c2cc(OC)ccc2c1NC(=O)CCN1CCN(c2ccccc2)CC1 | -29% | -14%[46.1 µM] | 10% | 2.2% | -3% | -2% | -8% | -10%
COC(=O)c1[nH]c2ccccc2c1NC(=O)CN1CCN(c2cccc(OC)c2)C(C)C1 (stereo not given) | u | -21%[46.1 µM] | u | 1.2% | 5% | 1% | -19% | -15%
Nc1cc(=O)nc(SCC(=O)Nc2cccc3ccccc23)n1CCc1ccccc1 | -21% | -12%[46.1 µM] | -1% | -1.8% | 4% | -1% | -4% | 2%
CN(C)S(=O)(=O)c1ccc(C(=O)OCC(=O)Nc2sc3c(c2C#N)CCCCC3)cc1 | -29% | 13% | -13% | -1.8% | -1% | -2% | 2% | -6%
CSCC[C@H](NC(=O)c1ccc(NC[C@@H](N)CS)cc1-c1ccccc1)C(=O)O | x | x | x | x | -14% | -2% | u | 6%
Cc1c(-c2ccccc2Cl)nc2ccccc2c1C(=O)O | 0% | -11% | -2% | 6.9% | 2% | -1% | -12% | 2%
O=C(NC1CCCC1)c1ccccc1-c1nc2ccccc2[nH]1 | -2% | -11%[46.1 µM] | 3% | 0.3% | -1% | 0% | 1% | 6%
CCOc1cnc(C(=O)NNC(=O)c2ccccc2Br)o1 | 5% | 3% | -1% | -5.3% | 1% | 1% | 23% | 4%
NC(=O)C1CCN(C(=O)/C=C/c2ccco2)CC1 | 2% | 4% | -1% | -1.0% | 4% | -3% | -1% | 2%
O=Cc1c2[nH]c3ccccc3c2cc2[nH]c3ccccc3c12 | u | x | 17%&10%&3%&2% | 13µM*! | 8%&14%&16%&-5% | 1%&-1%&-3%&-2% | u | -3%&1%&3%&-1%
Cc1cc(C)cc(N2Cc3ccccc3C2)c1 | -20% | -11%[46.1 µM] | 11% | 0.8% | -8% | -1% | -12% | 1%
CN(C(=O)COC(=O)c1cc(-c2ccco2)nc2ccccc12)C1CCS(=O)(=O)C1 (stereo not given) | -23% | -13% | 4% | -0.1% | 21% | u | u | 5%
N/C(=N\OC(=O)Cc1ccc(-c2ccccc2)cc1)c1cccc([N+](=O)[O-])c1 | u | -17%[46.1 µM] | -3% | -1.1% | 4% | 0% | -16% | 2%
COc1ccc(NS(=O)(=O)c2ccc(OCC(=O)N3CCCC3)cc2)cc1 | 7% | -2%[46.1 µM] | -4% | 0.9% | 6% | -2% | 9% | -1%
